Cycloheximide cs = affects cycloheximide protein synthesis inhibition readout, counter-screen; cell reporter, cycloheximide protein synthesis inhibition counterscreen; max response, %; 12% of 300,000 active; AID 2314; in the data active = max response mostly above about 13%, no sharp cut-off; inactive = mostly below about 14%; note: read at 38.3 µM for the half of the compounds with a filed dose; 0% is about no effect
Shiga inhibitor = inhibitors of Shiga toxin in Vero cells | Vero cells, Shiga toxin protein synthesis inhibition reporter | inhibition, % at 38.7 µM | 9.2% of 290,000 active; in the data active = inhibition mostly above about 28%, no sharp cut-off; inactive = mostly below about 43%; note: 0% is about no effect
FBPA Giardia inh = Giardia lamblia aldolase inhibition; A8B2U2; purified Giardia FBPA; Potency, µM (series often up to 59.6 µM), for the others: at the top dose activity, negative = inhibition, most hits filed as inhibitors; 0.71% of 290,000 active; AID 2451; note: potency is the fitted concentration of half-maximal effect; % is set by controls: 0 for no effect and ±100 for the full control effect; nearly all actives have a fitted effect of over 55% in size
Target sequence (A8B2U2 whole entry, looked up): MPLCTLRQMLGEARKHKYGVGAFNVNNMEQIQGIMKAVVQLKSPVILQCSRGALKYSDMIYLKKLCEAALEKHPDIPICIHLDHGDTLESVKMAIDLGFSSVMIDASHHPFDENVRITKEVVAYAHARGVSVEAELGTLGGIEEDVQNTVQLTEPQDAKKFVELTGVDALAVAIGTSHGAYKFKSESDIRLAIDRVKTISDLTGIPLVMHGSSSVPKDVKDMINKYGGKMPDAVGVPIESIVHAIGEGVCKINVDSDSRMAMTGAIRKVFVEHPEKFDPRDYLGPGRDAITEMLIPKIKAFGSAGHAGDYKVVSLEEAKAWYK
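Giardia FBPA (40 nM reagent) was preincubated 10 min at RT with compound (up to 57.5 uM final), then substrate plus GAPDH/TPI/NAD/arsenate coupling system with diaphorase/resazurin was added; resorufin fluorescence (525/598 nm) was read after 20 min.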
AMA1 RON2 block = disrupts binding of P. falciparum AMA1 to RON2; AlphaScreen AMA1-biotinylated RON2 peptide binding; Potency, µM (top dose mostly 58.2 µM), without a hit: top-dose activity change, negative = inhibition, most hits filed as inhibitors; 0.2% of 360,000 active; AID 720542;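 note: potency is the fitted concentration of half-maximal effect; 0% = vehicle wells and -100% = peptide control; nearly all actives have a fitted effect of over 45% in size; some results filed as inactive show a strong effect at the top dose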
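AMA1 (3D7) with his tag at 25 nM final met compounds first, then biotinylated RON2 peptide at 25 nM; detection used donor plus acceptor beads, 10 µg/mL apiece, read by AlphaScreen after 30 min at room temperature.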
HCMV inh = human cytomegalovirus inhibition | 4.5% of 410,000 active | HFF cells, HCMV-luciferase reporter, 72 h; stronger effect = lower value | activity change, negative = inhibition, % at 57.5 µM; in the data active = activity change below about -60%; inconclusive = no clear call, values can overlap the other calls; inactive = above about -39%; note: % is set by controls: 0 for no effect and ±100 for the full control effect
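Two compound doses tested in HFFs infected with HCMV-luciferase, MOI 1 PFU/cell, 72 h at 37C. Lysate luminescence read with OneGlo; data normalized against buffer-only and 10uM Salinomycin inhibitor controls.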
AmpC inh no detg = blocks E. coli AmpC beta-lactamase in detergent-free assay; P00811; AmpC nitrocefin hydrolysis, absorbance 480 nm, 0.0001% Triton; Potency, µM (titrated, usually from 57.1 µM), for the others: top-dose activity change, negative = inhibition, most hits filed as inhibitors; 0.52% of 330,000 active;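 note: potency is the fitted concentration of half-maximal effect; plate controls were no compound for no effect and no enzyme for full effect; nearly all actives have a fitted effect of over 20% in size; some results filed as inactive show a strong effect at the top dose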
Target sequence (P00811 whole entry, looked up): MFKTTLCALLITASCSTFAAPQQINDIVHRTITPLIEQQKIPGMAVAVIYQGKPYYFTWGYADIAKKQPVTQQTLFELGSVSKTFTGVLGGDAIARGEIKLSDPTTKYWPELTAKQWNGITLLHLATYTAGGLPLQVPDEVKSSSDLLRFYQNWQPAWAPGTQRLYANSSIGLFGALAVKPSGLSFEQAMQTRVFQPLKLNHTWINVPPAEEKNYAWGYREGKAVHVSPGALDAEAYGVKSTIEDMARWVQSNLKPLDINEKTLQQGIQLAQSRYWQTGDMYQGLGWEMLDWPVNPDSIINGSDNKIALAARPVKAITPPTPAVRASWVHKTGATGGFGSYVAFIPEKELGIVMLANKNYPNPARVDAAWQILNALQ
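20 mM phosphate pH 7.0 + 0.01% (detergent screen) or 0.0001% Triton X-100; 5.3 nM AmpC reagent; cpd preinc 15 min RT; nitrocefin (800 uM stock) to start; A480 q20 s × 4 min; Activity was normalised to no-enzyme and no-compound control wells.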
AmpC detergent = AmpC beta-lactamase inhibition with detergent present; P00811; AmpC hydrolysis of nitrocefin, absorbance 480 nm, 0.01% Triton; Potency, µM (doses to about 114 µM), inactives show at the highest dose activity change, negative = inhibition, most hits filed as inhibitors; 0.041% of 370,000 active;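 note: potency is the fitted concentration of half-maximal effect; 0% = no-compound wells and -100% = no-enzyme wells; nearly all actives have a fitted effect of over 25% in size; some results filed as inactive show a strong effect at the top dose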
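AmpC (5.3 nM in the dispensed reagent) in 20 mM phosphate pH 7.0 with 0.01% (detergent screen) or 0.0001% Triton X-100 was preincubated with compounds for 15 min at room temperature. Nitrocefin was then added from an 800 uM solution, and hydrolysis was followed at 480 nm.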
Starred values were filed as active, the others as inactive; ? = inconclusive; · = no result given; & = joins results of further samples; [ ] = remark or other dose. Unless noted, calls come from the whole dose curve; as a rule, active = well fitted curve in the direction sought with a large enough effect; inconclusive = small, poorly fitted or top-dose-only effect, or another doubt; inactive = no such curve, though single readings can be large; an effect the other way counts as inactive or inconclusive.

cpd	Compound	Cycloheximide cs	Shiga inhibitor	FBPA Giardia inh	AMA1 RON2 block	HCMV inh	AmpC inh no detg	AmpC detergent
1	N#CC1(c2nc3ccccc3[nH]2)CC1c1ccc2c(c1)OCO2 (stereo not drawn)	-2	-4	0%	80%[activator]	-19	-42%	-3%
2	COc1ccc(-c2nc(CC(=O)Nc3cccc(S(=O)(=O)NC4=NCCC4)c3)cs2)cc1	·	·	·	0%	0	3%	-6%
3	Oc1c(/C=N/c2ncn[nH]2)ccc2ccccc12	27*	66*	8.9µM*	33%[activator]	-20	-13%	?
4	O=C1CCCN1c1ccc(Br)cc1	7	-12	6%	-9%	-37	-12%	-3%
5	Cc1ccc(NC(=O)CN2C(=O)CNC2=O)cc1	2	12	5%	14%	?	9%	?
6	O=[N+]([O-])c1ccc(/C=N/n2c(-c3ccccc3)n[nH]c2=S)cc1	-3	-4	24%	85%[activator]	-29	-46%	?
7	Cc1cc2c(cc(C(=O)N3CCC(C(=O)N4CCCC4)CC3)n2Cc2c(F)cccc2Cl)o1	-4	-3	-3%	4%	36	166%[activator]	-8%
8	CNC(=O)CSc1nnc(-c2ccncc2)n1Cc1ccccc1	-2	17	-1%	-6%	-36	-10%	-4%
9	O=C(/C=C/NCc1cccnc1)C(F)(F)C(F)(F)F	-6	-6	4%	-14%	21	6%	?
10	COc1cc(C)c(C(=O)CSc2nnc(CNC(=O)c3ccco3)n2C)cc1C	-5	-9	-1%	6%	-36	-7%	-4%
11	COc1ccc(C(CNC(=O)CN2C(=O)NC3(CCCC3)C2=O)N(C)C)cc1 (stereo not drawn)	25*	-21	·	0%	32	-10%	3%
12	CCn1c(SCC(=O)N2CCOCC2)nnc1C(C)NC(=O)c1ccccc1 (stereo not drawn)	-2	-3	-8%	-4%	9	-20%	-3%
13	Cc1ccc(S(=O)(=O)NCC(=O)N(CC(=O)NC2CCCCC2)CC2CCCO2)cc1 (stereo not drawn)	-3	-5	-2%	1%	-13	41%	-4%
14	CCOC(=O)CN1CCc2c(C)nc3c(-c4ccc(OC)c(OC)c4)cnn3c21	5	-4	4%	0%	-23	30%	-7%
15	O=C(CCN1C(=O)C2C3C=CC(C3)C2C1=O)N1CC(=O)N(CCc2ccccc2)C(=O)C1 (stereo not drawn)	-5	-3	0%	1%	9	31%	-1%
16	Cc1ccccc1-c1nc(CS(=O)(=O)CC(=O)N2CCc3ccccc32)c(C)o1	-2	-8	-5%	-4%	5	-23%	?
17	COc1ccccc1NC(=O)CN1CCN(c2ccccc2F)CC1	-1	-15	1%	23%	0	15%	-9%
18	CCOc1ccccc1C(=O)Nc1nnc(SCC(=O)N2CCOCC2)s1	5	-14	1%	4%	?	138%[activator]	0%
19	Cc1nc(SCC(=O)NCC2CCCO2)c2cc(-c3ccccc3)sc2n1 (stereo not drawn)	·	·	·	-10%	?	231%[activator]	5%
20	CN(C)c1ccc(C(=S)N2CCN(C(=S)Nc3ccccc3)CC2)cc1	1	-26	9%	-5%	-30	-17%	-2%
21	CCCC(=O)Nc1nc2c(OC)ccc(OC)c2s1	-4	-9	-12%	-6%	56	-26%	2%
22	CCOC(=O)N1CCC(Nc2cccc(SC)c2)CC1	-2	2	?	-22%	45	30%	-3%
23	Cc1ccc2nc(NC3=NCN(CCc4ccccc4)CN3)nc(C)c2c1	-3	-3	5%	·	·	-30%	-9%
24	CCN(CC(=O)Nc1ccc2c(c1)OCCO2)C(=O)C1CCCCC1	-2	15	0%	9%	18	-13%	-11%
25	O=C(c1cnn2c1NC(c1ccco1)CC2C(F)(F)F)N1CCN(c2cccc(Cl)c2)CC1 (stereo not drawn)	7	1	2%	-16%	-22	56%	4%
26	Cc1cccc2cc(CN(Cc3ccco3)C(c3nnnn3CCc3ccccc3)C(C)C)c(=O)[nH]c12 (stereo not drawn)	2	-18	-16%	-3%	-24	36%	-3%
27	COc1cccc(NC2C=CS(=O)(=O)C2)c1 (stereo not drawn)	2	-2	2%	0%	-14	-12%	6%
28	Cc1ccc(-c2c(C(=O)N/N=C/c3ccc4c(c3)OCO4)nnn2-c2nonc2N)cc1	-4	-11	1%	5%	?	-38%	-18%
29	Cc1ccc(NC(=O)CCCCCN2C(=O)[C@@H]3Cc4ccccc4CN3C2=O)c(Cl)c1	1	2	·	-3%	30	50%	2%
30	COc1ccc(CNC(=O)Cn2cc(C(F)(F)F)ccc2=O)cc1	6	-11	-1%	-4%	-13	-11%	-8%
31	CC(=O)Nc1ccc(NC(=O)c2cccc(Oc3ccccc3)c2)cc1	-2	-7	-8%	-2%	-37	-51%	-12%
32	COC(=O)c1cn(NC(=O)Cn2nc([N+](=O)[O-])c(Br)c2C)c(=O)c2ccccc12	-2	-18	10%	-17%	-17	-25%	0%
33	CCC1(C(=O)OC)NC(c2ccco2)C2C(=O)N(c3ccc(F)cc3)C(=O)C21 (stereo not drawn)	10	-3	0%	5%	40	-10%	-1%
34	CCN(C(=O)CSc1ccc(S(=O)(=O)N2CCOCC2)cn1)c1ccccc1	·	·	·	-1%	0	118%[activator]	-6%
35	COc1cccc(CN2CC(C(=O)NCCc3ccccc3C(F)(F)F)CCC2=O)c1 (stereo not drawn)	10	22	-5%	-8%	?	123%[activator]	-5%
36	Cc1ccc(C)c(NC(=O)CSc2ncnc3nc[nH]c23)c1	-1	-9	-25%	-2%	-16	-21%	0%
37	O=C(CNCc1cccc(Cl)c1)N1CCc2ccccc2C1	19	33	-23%	-28%	5	7%	-3%
38	Cc1ccc2nc(C)n(-c3ccc(F)cc3)c(=O)c2c1	3	21	9%	-1%	-36	-24%	3%
39	Clc1ccc(-c2nc3ccccc3[nH]2)cn1	23*	31	?	-3%	-33	-18%	2%
40	Cc1cc(C(=O)N/N=C/c2cn(C)nc2C)c2ccccc2n1	-4	-3	·	0%	35	-6%	-3%

Exported with values under each structure: part of the list above.
Below each SMILES: Cycloheximide cs | Shiga inhibitor | FBPA Giardia inh | AMA1 RON2 block | HCMV inh | AmpC inh no detg | AmpC detergent
35: COc1cccc(CN2CC(C(=O)NCCc3ccccc3C(F)(F)F)CCC2=O)c1 (stereo not drawn)
 : 10 | 22 | -5% | -8% | ? | 123%[activator] | -5%
40: Cc1cc(C(=O)N/N=C/c2cn(C)nc2C)c2ccccc2n1
 : -4 | -3 | · | 0% | 35 | -6% | -3%

Other entries:
cpd	Compound	Cycloheximide cs	Shiga inhibitor	FBPA Giardia inh	AMA1 RON2 block	HCMV inh	AmpC inh no detg	AmpC detergent
41	Cc1cc(C)n(-c2nc3nonc3nc2Nc2cccc(C)c2C)n1	-2	-23	4%	20%	-23	-15%	?
42	O=C(Cn1cnc([N+](=O)[O-])c1)c1ccc(F)cc1	·	·	·	8%	15	-5%	?
43	O=C(Cn1ncn2c(cc3ccccc32)c1=O)NCc1ccco1	-3	18	-6%	4%	117	16%	-4%
44	Cc1nc2sccn2c(=O)c1CCN1CCC(=C(c2ccc(F)cc2)c2ccc(F)cc2)CC1	-1	-5	-3%&-1%&-9%	-30%	-3	121%[activator]	0%
45	CCN(CC)S(=O)(=O)c1ccc(OC)c(N)c1	-6	-14	2%	-8%	25	-34%	-1%
46	COc1ccc(OCc2cc(C(=O)NCCc3ccccc3)no2)c(Cl)c1	-4	-5	2%	-3%	-17	-24%	-7%
47	O=C(CN1CCN(c2ccc(O)cc2)CC1)Nc1cc([N+](=O)[O-])ccc1Cl	6	-7	-25%	6%[2.32 µM]	-69*	-4%	-2%
48	c1coc(-c2nnc(NC3=NCCC3)o2)c1	29*	66*	1%	66%[activator]	77	-35%	-6%
49	COc1ccccc1N(C(=O)c1cncc(Br)c1)c1nc(-c2ccc(C)cc2)cs1	6	-1	-6%	-14%	-19	-12%	-9%
50	COc1ccccc1Nc1nnc(SCC2CCCCO2)s1 (stereo not drawn)	26*	51	-18%	-8%	90	5%	0%
51	N#CC(C#N)=C(Nc1ccc(F)cc1)SCc1cccc(Br)c1	-3	-8	-4%	-1%[11.6 µM]	-99*	-53%	-9%
52	CCN(C(=O)c1ccccc1)c1ccc([N+](=O)[O-])cc1	1	30	11%	-12%	26	-17%	?
53	CCC(=O)Nc1sc2c(c1C#N)CCC2	6	29	1%	-4%	5	-17%	-10%
54	COc1ccc(/C(O)=C2/C(=O)C(=O)N(CCCN(C)C)C2c2cccc(Cl)c2)cc1OC (stereo not drawn)	-8	-8	6%	11%	?	-14%	6%
55	O=C(CN1CCCN(S(=O)(=O)c2ccc(Br)s2)CC1)Nc1ccc(Cl)cc1	-6	2	-11%	4%	?	0%	2%
56	CN=C(Nc1cc(C)nn1CCC#N)c1ccccc1F	-1	-17	-2%	-1%	-2	-16%	-1%
57	COc1cc(/C=N/NC(=O)c2cncc(Br)c2)cc([N+](=O)[O-])c1O	0	2	16%	-83%	-28	-16%	4%
58	Cc1nc2scc(-c3cccs3)c2c(=O)n1-n1cccc1	7	8	1%	-8%	?	-24%	3%
59	CCOC(=O)N1CCN(C(=O)CCS(=O)(=O)c2ccc3c(c2)CCN3C(=O)CC)CC1	4	-6	9%	2%	27	2%	3%
60	O=S(=O)(c1ccc2nc(-c3ccccc3)[nH]c2c1)N1CCN(c2cccc(Cl)c2)CC1	-5	-14	1%	-7%	-3	-45%	?
61	COc1cc(OC)c2c(c1)C(=O)c1cc(OC)cc(OC)c1C2=O	-6	-8	1%	?	66	-1%	-3%
62	CN1CCN(c2ccccc2NC(=O)c2cccs2)CC1	2	-27	·	-5%	-5	-20%	3%
63	O=C(CSc1nnc(-c2ccc(Cl)cc2)n1Cc1ccco1)c1cccs1	58*	44*	13%	-1%	60	-31%	-10%
64	O=C(CCC(=O)c1ccc(Cl)cc1)OCc1nc2ccsc2c(=O)[nH]1	·	·	·	6%	-13	-20%	-12%
65	COc1ccc(CNC(=O)C(C)Sc2nc3ccccc3c(=O)n2CC2CCCO2)cc1 (stereo not drawn)	·	·	·	0%[11.6 µM]	-13	0%	-3%
66	Cn1c(=O)c2[nH]c(-c3ccc(S(=O)(=O)O)cc3)nc2n(C)c1=O	·	·	-5%	-8%	-5	·	·
67	C=CCN(c1ccc(C(=O)N(CC)CC)cc1)S(C)(=O)=O	-2	-2	1%	14%	88	-12%	-15%
68	COc1ccc(CCN2C(=NC(=O)C(C)C)SC3CS(=O)(=O)CC32)cc1 (stereo not drawn)	-3	33	-4%	-11%	38	29%	1%
69	COc1ccccc1CNC(=O)C(CCSC)NC(=O)C1CCC(C)CC1 (stereo not drawn)	-6	-3	4%	-7%	37	5%	?
70	O=C(Nc1ccc(O)cc1)C1CCCO1 (stereo not drawn)	-2	8	-2%	-2%	9	-12%	0%
71	O=C(O)/C=C/C(=O)c1ccc2c(c1)NC(=O)CO2	-2	-21	4%	5%	-18	8%	-10%
72	CC(C)C[C@@H](CN=[N+]=[N-])N1CCN(C)CCC1=O	-1	-4	-6%	26%	-62*	3%	-14%
73	Cc1ccc(-c2ccc(SCC(=O)NC3CCCC3)nn2)cc1	4	8	4%	-1%	3	0%	-3%

Screening results: PubChem BioAssay, National Center for Advancing Translational Sciences (NCATS)
